# Source: PubChem BioAssay (several laboratories)
# PfHsp40 yeast: restores yeast growth despite PfHsp40 toxicity; S. cerevisiae expressing PfHsp40, growth rescue, ATP luminescence; growth rescue, % at 12.5 µM; 340,000 tested, 0.68% active; AID 504582; in the data active = growth rescue above about 28%, passing the limit was not always enough; inconclusive = no clear call, values can overlap the other calls;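 note: yeast W303a lacking pdr1 and pdr3 grown in galactose medium; growth measured after three days at 30 °C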
# TcdB GH inh: TcdB glycohydrolase inhibition; 350,000 tested, 0.24% active; inhibition, % at 9.99 µM; P18177; TcdB glycohydrolase enzymatic assay, plate reader; in the data active = inhibition above about 10%
# PrPC TRFRET: cell surface PrPC inhibition, primary TR-FRET screen; inhibition, % at 13.8 µM; 370,000 tested, 0.43% active; TR-FRET read-out; in the data active = inhibition above about 24%; note: 0% = median of the test wells and 100% = reference compound wells
# BoNT-A LC inh2: blocks Botulinum neurotoxin A light chain protease; multiplex microsphere protease substrate cleavage, flow cytometry; inhibition, % at 10 µM; 360,000 tested, 0.17% active; AID 588499; note: plate controls were buffer without enzyme for full effect and enzyme alone for no effect
# Vc quorum ag: quorum light induction in luxS cqsA deficient V. cholerae. 350,000 tested, 0.16% active. V. cholerae BH1578 lux reporter, luminescence, 6 h. activation, % at 18.7 µM; in the data active = activation mostly above about 9.7%, no sharp cut-off; inconclusive = no clear call, values can overlap the other calls; inactive = mostly below about 3.7%; note: not every result past the cut was called active; inactives centre near 0; reference of the scale not given here
# SARS 3CLpro inh: SARS-CoV 3CLpro protease inhibition | inhibition, % at 6 µM | 290,000 tested, 0.14% active | P0C6X7 | AID 1706 | recombinant SARS-CoV 3CLpro, quenched FRET peptide cleavage; in the data active = inhibition above about 12%
# Anthrax LF prot: inhibitors of Bacillus anthracis lethal factor protease | 360,000 tested, 0.12% active | inhibition, % at 10 µM | multiplex microsphere protease cleavage assay, LF | AID 588501; note: plate controls were buffer without enzyme for full effect and enzyme alone for no effect
# Target sequence (P15917 whole entry, looked up): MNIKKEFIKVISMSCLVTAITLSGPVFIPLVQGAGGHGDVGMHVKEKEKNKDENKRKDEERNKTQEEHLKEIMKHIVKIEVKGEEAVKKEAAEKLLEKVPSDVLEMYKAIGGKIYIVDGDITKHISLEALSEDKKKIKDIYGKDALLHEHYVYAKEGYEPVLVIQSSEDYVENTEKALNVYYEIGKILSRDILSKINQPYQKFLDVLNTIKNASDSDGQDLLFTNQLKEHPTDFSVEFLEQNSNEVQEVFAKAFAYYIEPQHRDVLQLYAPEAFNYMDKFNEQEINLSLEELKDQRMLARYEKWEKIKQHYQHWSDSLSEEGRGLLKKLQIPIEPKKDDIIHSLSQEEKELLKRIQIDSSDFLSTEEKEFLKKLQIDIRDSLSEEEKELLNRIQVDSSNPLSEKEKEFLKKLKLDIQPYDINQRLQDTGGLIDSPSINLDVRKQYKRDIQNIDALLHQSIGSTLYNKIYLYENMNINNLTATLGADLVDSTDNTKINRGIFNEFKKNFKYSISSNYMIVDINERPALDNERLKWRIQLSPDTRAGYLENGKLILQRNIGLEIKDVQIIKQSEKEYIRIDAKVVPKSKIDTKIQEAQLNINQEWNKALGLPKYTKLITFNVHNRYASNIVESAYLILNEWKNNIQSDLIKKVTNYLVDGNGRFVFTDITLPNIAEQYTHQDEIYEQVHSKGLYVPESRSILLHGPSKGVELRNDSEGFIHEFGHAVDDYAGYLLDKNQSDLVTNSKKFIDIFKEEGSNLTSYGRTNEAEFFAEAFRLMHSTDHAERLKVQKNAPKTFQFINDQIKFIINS
# Y pestis TopoI: blocks Yersinia pestis topoisomerase I activity. activity, % at 10 µM. 360,000 tested, 0.064% active. Y. pestis Topo-I cleavage product accumulation, plate reader; in the data active = activity above about 50%, passing the limit was not always enough; inconclusive = no clear call, values can overlap the other calls; note: inactives centre near 2
# SSB-PriA inh: blocks PriA binding to SSB C-terminal tail. AlphaScreen SSBct-PriA binding, biotinylated peptide. inhibition, % at 33 µM. 430,000 tested, 0.6% active; in the data active = inhibition mostly above about 37%, no sharp cut-off; inactive = mostly below about 20%;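 note: plate controls were negative control peptide for no effect and reference peptide for full effect; strong numbers were not always called active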
# The depositor's hits bear a star; i = inactive; u = inconclusive; x = not tested or not shown; & = joins results of further samples. Cut-off read from the data, not from the text of the source, unless noted: active = inhibition above about 30%; inconclusive = no clear call, values can overlap the other calls; inactive = below that. This is a subset. The share of hits here may be higher or lower than overall.
SMILES	TcdB GH inh	Vc quorum ag	SSB-PriA inh	BoNT-A LC inh2	PrPC TRFRET	SARS 3CLpro inh	Anthrax LF prot	Y pestis TopoI	PfHsp40 yeast
Cc1ccc(S(=O)(=O)/N=C2/NC(=O)/C(=C/c3ccccc3)S2)cc1	-0.5	-0.3	x	0.0	9	3	-4	13	4.1
c1cc(-c2cn(C[C@H]3CC[C@@H]([C@@H]4CC[C@H](Cn5cc(-c6ccsc6)nn5)O4)O3)nn2)cs1	0.7	-0.4	-11	-0.6	-6	-4	-2	13	0.5
O=C(Nc1ncccn1)c1cccs1	x	-0.6	-8	1.0	0	-4	-6	-1	-0.6
CSc1ncccc1C(=O)OCc1nc2ccsc2c(=O)[nH]1	1.0	-1.0	-2	2.6	-2	x	-3	-1	1.5
Cc1cc2c3ccccc3[nH]c(=O)n2n1	3.4	i	x	-0.1	0	x	4	4	x
COc1ccc(/C=C2\Sc3ccc(C(=O)N4CCN(Cc5ccccc5)CC4)cc3N(C)C2=O)cc1OC	1.1	i	0	0.1	3	-1	-3	28	4.6
CC1CCN(C(=S)c2ccc([N+](=O)[O-])cc2)CC1	0.8	-0.1	10	0.8	-26	4	1	-3	0.5
COc1ccccc1N1CCN(C(=O)c2cc3c(C)nc4ccccc4c3o2)CC1	0.2	i	13	3.3	8	4	1	29	0.9
COc1ccc2nc(SCc3cnc(C)nc3N)[nH]c2c1	3.8	-0.4	-14	0.0	-3	-4	-4	3	0.9
CC(=O)c1cc2c(cc1NS(=O)(=O)c1ccccc1)OCO2	x	14	3	-4.7	6	-7	-7	4	-0.3
O=C1c2ccccc2C(=O)N1CCC#Cc1ccc2cc(CCCO)oc(=O)c2c1	0.5	-7.1	-7	-0.3	-6	x	3	6	0.1
CNC(=O)c1ccsc1NC(=O)c1ccc(S(=O)(=O)N2CCc3ccccc32)cc1	1.2	-0.3	-5	-0.2	14	3	13	0	0.0
COc1ccccc1CCNC(=O)CSc1nnc2ccc(-c3cccnc3)nn12	0.4	-2.0	15&-8	0.2	-10	-1	-10	4	-0.3
Cc1cccc(N2CCN(C(=O)CCCSc3nc4ccccc4[nH]3)CC2)c1C	x	i	16	-0.4	3	4	-2	-2	-0.7
COc1cc(NC(=O)CN2C(=O)COc3ccc(S(=O)(=O)N4CCCC4)cc32)cc(OC)c1	1.3	i	8	1.7	9	3	0	-4	-1.2
CC(=O)c1ccc(OC(=O)C(CCS(C)(=O)=O)N2C(=O)c3ccccc3C2=O)cc1 (stereo unspecified)	x	i	-11	-2.4	7	2	0	0	-1.0
CCOC(=O)Cn1c(=O)oc2ccc(C)cc21	-0.4	-0.6	-14	0.5	4	1	-4	6	-0.6
O=C(CCS(=O)(=O)c1ccc(Br)cc1)N1CCN(c2ccc(Cl)cc2)CC1	x	-0.4	-23	0.4	-1	-2	-1	3	-0.1
O=C(CN1CCN(Cc2ccccc2)CC1)NCCc1ccccc1	1.1	2.0	-6	1.7	-9	-5	4	1	0.8
O=C(Nc1cc2c3c(c1)CC(=O)N3CCC2)c1ccc(Br)o1	1.8	i	11	0.9	8	x	2	2	0.2

# Further entries follow:
SMILES	TcdB GH inh	Vc quorum ag	SSB-PriA inh	BoNT-A LC inh2	PrPC TRFRET	SARS 3CLpro inh	Anthrax LF prot	Y pestis TopoI	PfHsp40 yeast
O=C(/C=C/[C@H]1O[C@@H](n2ccc(=O)[nH]c2=O)[C@H](O)[C@@H]1O)NCC1CCCO1 (stereo partly specified)	1.3	x	x	0.1	-2	x	4	x	x
COc1ccc(-c2cc(NCCc3ccncc3)n3ncnc3n2)cc1	x	x	7	-0.1	106*	2	1	6	-0.8
CCN1C(=NCCc2ccccn2)N[C@@H](c2cccc(C(F)(F)F)c2)C(C(=O)OC)=C1C	1.7	-0.5	11	0.6	-15	x	-7	6	0.9
CCN1CCc2c(sc(NC(=O)c3ccc(S(=O)(=O)N4CC(C)OC(C)C4)cc3)c2C(N)=O)C1 (stereo unspecified)	0.6	-2.5	2	1.2	-15	-7	2	-9	0.0
O=C(Nc1ccccc1)NC1CCCCNC1=O (stereo unspecified)	-0.1	-0.7	-2	-11	5	-1	u	-2	x
COc1ccc(S(=O)(=O)N2CCC(C(=O)O)(c3ccccc3)CC2)cc1	-0.8	9.9	-4	-0.9	13	0	14	3	-2.5
COc1ccccc1CNC(=O)c1ccc(N2CCOCC2)c([N+](=O)[O-])c1	1.1	-0.3	9	1.2	-26	4	-7	11	2.4
CCC1CCC2(CC1)SCC(=O)N2c1ccccc1 (stereo unspecified)	1.4	-0.5	-16	x	0	-4	x	-5	x
CCN(c1ccccc1)S(=O)(=O)c1ccc(NC(=O)c2ccco2)cc1	-0.7	-1.4	1	-0.4	13	4	-6	8	3.0
Cc1ccccc1-c1nc(C(=O)NCC2CCCO2)cc2c1[nH]c1ccccc12 (stereo unspecified)	2.4	-0.4	-1	-0.3	18	11	-9	8	10
CCOc1ccccc1NC(=O)C(CC)Sc1nc2ccncc2[nH]1 (stereo unspecified)	3.1	-0.7	5	0.7	-1	6	0	-1	-1.3
CCC(C)NC(=O)CC(NS(=O)(=O)c1ccc(Cl)cc1)c1ccco1 (stereo unspecified)	x	-0.5	-16	-2.5	1	0	6	-5	-0.3
COc1ccc(C)cc1NC(=O)C(c1ccccc1)N1CCNC(=O)C1 (stereo unspecified)	x	i	x	0.1	x	-3	-1	-2	0.2
CN(C)C(=O)COc1ccc2c3c(c(=O)oc2c1)CCCC3	0.1	-0.4	-12	-4.2	-7	2	-4	1	-0.6
CC(NC(=O)c1ccccc1NC(=O)CSc1nnnn1C)c1ccccc1 (stereo unspecified)	x	0.3	-15	-0.4	2	4	-1	-2	1.1
CC(=O)c1ccc(OCc2cc(C(=O)N(C)C3CCOC3)no2)cc1 (stereo unspecified)	0.8	i	-10	3.5	3	-2	0	-8	0.6
Cc1noc(C)c1S(=O)(=O)Nc1ccc(C(=O)NC2CCCCC2C)cc1 (stereo unspecified)	x	i	-9	1.0	4	0	1	6	2.4
Brc1ccc(CN2CCCCCC2)cc1	1.5	-1.3	-2	1.2	4	x	3	7	5.1
CCOC(=O)C1CCN(Cc2nnc(-c3ccccc3C)o2)CC1	0.7	-0.1	-10	-2.1	0	1	8	1	-0.1
O=C1N/C(=C/c2cccn2-c2ccc(F)cc2)C(=O)N1Cc1ccccc1F	x	-0.7	-7	3.0	5	3	-1	2	-1.5

# (further entries)
SMILES	TcdB GH inh	Vc quorum ag	SSB-PriA inh	BoNT-A LC inh2	PrPC TRFRET	SARS 3CLpro inh	Anthrax LF prot	Y pestis TopoI	PfHsp40 yeast
CCN1CCCC1CNC(=O)c1ccc2c(c1)NC(=O)/C(=C\c1ccccc1F)S2 (stereo unspecified)	1.0	-0.5	x	0.1	-20	x	-4	-8	x
COC(=O)c1ccccc1NC(=O)c1cc2sccc2n1C	x	0.2	0	0.2	-2	3	-1	5	0.4
CC(CC(=O)N1CCN(c2ccc(C(F)(F)F)cn2)CC1)n1ccnc1 (stereo unspecified)	-1.6	-0.4	0	0.8	-2	1	3	5	-2.6
COc1ccc2c(c1)c(C(=O)N/N=C/c1ccccc1Cl)c(C)n2C	1.5	i	i	-2.1	-1	-1	-3	-10	-0.3
CCc1ccc(N2C(=O)CC(N3CCN(Cc4ccc5c(c4)OCO5)CC3)C2=O)cc1 (stereo unspecified)	1.1	-0.6	7	-1.0	-6	1	-3	22	-1.8
COc1ccc(-c2cc(C(F)(F)F)n3nc(C(=O)N4CCCCC4)cc3n2)cc1	x	i	-19	2.0	4	5	-8	-7	0.3
CCCCn1c(N)c(N(CC)C(=O)c2ccc(N3CCCC3=O)cc2)c(=O)[nH]c1=O	0.9	-1.4	3	3.3	5	x	2	-7	1.8
CCC(C)C(N)C1=NC(C(=O)N[C@@H](CC(C)C)C(=O)N[C@H](CCC(=O)O)C(=O)N[C@H](C(=O)N[C@H]2CCCCNC(=O)[C@H](CC(N)=O)NC(=O)[C@@H](CC(=O)O)NC(=O)[C@H](Cc3cnc[nH]3)NC(=O)[C@@H](Cc3ccccc3)NC(=O)[C@H]([C@@H](C)CC)NC(=O)[C@@H](CCCN)NC2=O)[C@@H](C)CC)CS1 (stereo partly specified)	-0.2	-0.3	-1	-0.8	-2	x	12	16	-0.8
COc1ccc(-c2csc(NC(=O)C3CCCO3)n2)cc1 (stereo unspecified)	x	i	3	0.4	-3	-7	-1	-1	0.9
COCCCN1C(=O)c2[nH]nc(-c3cc(C)cc(C)c3O)c2C1c1ccc(O)c(OC)c1 (stereo unspecified)	x	-0.2	3	u	0	-2	u	6	0.5
CCN(CC)S(=O)(=O)c1ccc(NCCc2ccccn2)nc1	0.9	0.2	-2	-0.5	3	-3	-2	0	1.6
COc1ccc(-c2noc(CCC(=O)O)n2)cc1	x	-3.4	-11	-0.7	-5	3	-6	-4	1.0
CCC(C)Oc1nc2c(c(=O)n(C)c(=O)n2C)n1C (stereo unspecified)	-2.5	-0.5	-14	0.6	7	1	8	2	0.8
O=C(NCc1cc([N+](=O)[O-])ccc1O)c1cc(-c2ccncc2)nc2ccccc12	0.3	0.2	-5	-0.4	-16	1	-3	-8	1.0
CC1CN(C(=O)c2cccc(S(=O)(=O)Nc3cc(Cl)ccc3Cl)c2)CC(C)O1 (stereo unspecified)	-0.2	-0.3	-10	-0.6	-1	4	-6	7	1.2
CCOC(=O)[C@H]1[C@H]2COc3ccc(C)cc3[C@@H]2N2C(=O)c3cc(Br)ccc3NC(=O)[C@@]12C	1.0	0.4	6	0.1	12	x	1	21	2.7
COc1cc(C(=O)N(Cc2cc3ccccc3[nH]c2=O)CC2CCCO2)cc(OC)c1OC (stereo unspecified)	x	2.0	4	2.3	-4	-4	-3	-1	-0.1
COc1ccc(CNC(=O)[C@H](CCSC)NC(=O)N2CCn3c2nc2ccccc23)cc1	-0.5	-0.6	7	1.6	-5	1	-1	16	1.2
CC(C)(O)C(=O)NNC(=S)Nc1cccc(C(F)(F)F)c1	-0.1	i	-23	0.6	-7	0	-7	4	0.1
Cn1nc(C(C)(C)C)cc1C(=O)NCc1ccc2c(c1)OCO2	0.2	i	-16	2.8	14	6	-1	2	1.2

# Only TcdB GH inh, BoNT-A LC inh2 and Anthrax LF prot, for some of the entries so far:
mol,TcdB GH inh,BoNT-A LC inh2,Anthrax LF prot
Brc1ccc(CN2CCCCCC2)cc1,1.5,1.2,3
O=C(Nc1cc2c3c(c1)CC(=O)N3CCC2)c1ccc(Br)o1,1.8,0.9,2
COc1ccc(C)cc1NC(=O)C(c1ccccc1)N1CCNC(=O)C1 (stereo unspecified),x,0.1,-1

# Additional results:
SMILES	TcdB GH inh	Vc quorum ag	SSB-PriA inh	BoNT-A LC inh2	PrPC TRFRET	SARS 3CLpro inh	Anthrax LF prot	Y pestis TopoI	PfHsp40 yeast
Cc1c(C(=O)O)sc2nc(CSc3ncc(C(F)(F)F)cc3Cl)[nH]c(=O)c12	-3.3	-2.4	-8	-0.2	-2	2	-2	13	0.2
O=C(CCn1c(=O)c2sccc2n(CC(=O)OCc2ccccc2)c1=O)NCc1ccccc1	x	-9.1	-1	1.2	1	2	15	-7	-1.3
CC(C(=O)N1CCCC1)N1CCN(c2ccccc2O)CC1 (stereo unspecified)	-2.5	i	1	0.1	6	-5	3	7	0.3
Nc1nc2n(n1)C(c1cccc(Br)c1)CC(c1ccc(F)cc1)N2 (stereo unspecified)	1.3	-0.2	1	0.2	4	0	-3	-1	-0.2
CCOC(=O)c1ccc(-n2ccnc2)c(NC(=O)c2cccc(Br)c2)c1	-0.5	-3.1	4	0.0	1	3	-1	4	2.4
Cc1ccc(Nc2nc3ccccc3c(=O)[nH]2)cc1C	0.0	i	-11	0.5	1	1	-4	-4	0.8
CCN(CC)CCN(C)C(=O)c1[nH]c(C(F)(F)F)nc1-c1ccccc1	0.2	x	x	0.8	-2	x	2	x	x
Nc1nc(NC(=O)Cc2ccccc2)nn1-c1ccccc1	x	i	-12	0.7	3	4	-4	-2	-0.5
